GST TR-FRET counter – biotin-GST/anti-GST TR-FRET signal inhibitors, dose response, artefact control for Vif-APOBEC3G degradation inhibitor project, biochemical (AID 1117362). TR-FRET counter screen, biotin-GST/anti-GST signal. inhibition, % at the top dose, mostly 100 µM; hits show IC50 in µM. hit rate 2.8% among 3,600;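 active = inhibition above 30% at one or more concentrations, seen consistently on every test date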;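 also: biotinylated GST protein used in place of GST-Vif 1-94 and biotin-A3G peptide; detects fluorescence quenchers or blockers of GST binding to anti-GST antibody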
Active calls of the source: *.

no.	SMILES	GST TR-FRET counter
1	O=C(O)c1cccc2c1NC(C(=O)O)C1CC(Sc3ccccc3[N+](=O)[O-])C(Cl)C21 (centres undefined)	>100µM*
2	O=C1NC(=O)N(Cc2ccco2)C(=O)/C1=C/C=C/c1ccco1	-1.9%
3	Nc1c(C(=O)NC2CCCC2)c2nc3ccccc3nc2n1CC1CCCO1 (centres undefined)	0.1%
4	Cc1c(C=O)c2ccccc2n1Cc1ccc(F)cc1	3.1%
5	O=c1[nH]c(=O)n(Cc2ccco2)c(O)c1C=NCCCn1ccnc1	1.6%
6	COc1cccc(N2C(=O)NC(=O)/C(=C/c3ccc([N+](=O)[O-])s3)C2=O)c1	-2.8%

In another format: results already given
4. Cc1c(C=O)c2ccccc2n1Cc1ccc(F)cc1
  GST TR-FRET counter = 3.1%

5. O=c1[nH]c(=O)n(Cc2ccco2)c(O)c1C=NCCCn1ccnc1
  GST TR-FRET counter = 1.6%

6. COc1cccc(N2C(=O)NC(=O)/C(=C/c3ccc([N+](=O)[O-])s3)C2=O)c1
  GST TR-FRET counter = -2.8%

Some of the compounds tested (hit frequency here may not be typical).
